Screens as filed in PubChem BioAssay.
TDP-43 yeast inh: qHTS of TDP-43 Inhibitors. TDP-43 expressing yeast growth rescue, BacTiter-Glo, 24 h. Potency, µM (doses to about 46.1 µM), for the others: top-dose growth rescue (activation), most hits filed as activators. actives 1.8% (n = 410,000); note: potency is the fitted concentration of half-maximal effect; % of control where 0% means no effect; nearly all actives have a fitted effect of over 50% in size
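Cell-based yeast growth screen: TDP-43 expression induced in galactose, inoculum OD600=0.02 after raffinose pregrowth to mid-log. Read-out BacTiter-Glo luminescence at 24 hr, 30 deg C; inhibition of toxicity seen as signal increase.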
Abeta yeast res: qHTS for compounds that reverse cellular toxicity of Amyloid beta (A-beta) peptide in yeast: Primary Screen; yeast expressing A-beta42, growth rescue, OD600, 48 h; response scale: 0% DMSO, 100% iron-clioquinol control; Potency, µM (titrated, usually from 46.1 µM), without a hit: at the top dose growth rescue, most hits filed as activators; actives 0.063% (n = 410,000); AID 1347071, 2019; note: potency is the fitted concentration of half-maximal effect; nearly all actives have a fitted effect of over 55% in size
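Yeast growth medium received pinned compounds, then yeast cells expressing toxic A-beta were added; plates incubated at 30 C for 48 hr. Growth read as absorbance at 600 nm, normalized to DMSO and equimolar FeCl3 plus clioquinol controls.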
PTHR1 agonist: qHTS for PTHR1 Agonists: Primary Screen. Parathyroid hormone/parathyroid hormone-related peptide receptor (Homo sapiens), Q03431. HEK293 GP2 PTHR1 cells, GloSensor cAMP luminescence, 1 h. Potency, µM (titrated, usually from 115 µM), inactives show at the highest dose activation, usual class: activators. actives 0.075% (n = 410,000). AID 743266, 2014; note: potency is the fitted concentration of half-maximal effect; nearly all actives have a fitted effect of over 55% in size; some results filed as inactive show a strong effect at the top dose; inactives centre near -15; many of its hits are not listed in these tables
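HEK-293-derived GP2 cells expressing PTHR1 and a GloSensor cAMP reporter, 3,000/well, plated overnight, given luciferin plus IBMX (each 0.5 mM as added) for 1 h at 37 °C, then compound for 1 h at 37 °C. Luminescence was read after 15 min at room temperature.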
FUS suppressor: qHTS for Suppressors of FUS Proteinopathy: Primary screen using FUS-linked yeast assay; S. cerevisiae FUS-expressing, growth rescue, OD600, 24 h; Potency, µM (series often up to 76.6 µM), inactives show at the top dose growth rescue (activation), usual class: activators; actives 0.24% (n = 390,000);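 note: potency is the fitted concentration of half-maximal effect; plate controls were DMSO vehicle for no effect and reference control for full effect; nearly all actives have a fitted effect of over 55% in size; some results filed as inactive show a strong effect at the top dose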
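FUS-expressing yeast, raffinose-pregrown, induced in 2% galactose minimal medium at OD 0.005; compounds in a dilution series, 24hr at 30C. Growth restoration read as absorbance at 600 nm. CP55940 positive control, DMSO negative.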
GLP-1R inv ag: qHTS of GLP-1 Receptor Inverse Agonists (Inhibition Mode); HEK293 GLP-1R CRE-luciferase, luminescence, 24 h; GLP-1R form is constitutively active; Potency, µM (series often up to 38.3 µM), for inactives: at the top dose activity change, negative = inhibition, actives largely listed as inhibitors; actives 1.6% (n = 410,000); Glucagon-like peptide 1 receptor (Homo sapiens), P43220; AID 624417, 2012; note: potency is the fitted concentration of half-maximal effect; % is set by controls: 0 for no effect and ±100 for the full control effect; nearly all actives have a fitted effect of over 55% in size
Target sequence (P43220 whole entry, looked up): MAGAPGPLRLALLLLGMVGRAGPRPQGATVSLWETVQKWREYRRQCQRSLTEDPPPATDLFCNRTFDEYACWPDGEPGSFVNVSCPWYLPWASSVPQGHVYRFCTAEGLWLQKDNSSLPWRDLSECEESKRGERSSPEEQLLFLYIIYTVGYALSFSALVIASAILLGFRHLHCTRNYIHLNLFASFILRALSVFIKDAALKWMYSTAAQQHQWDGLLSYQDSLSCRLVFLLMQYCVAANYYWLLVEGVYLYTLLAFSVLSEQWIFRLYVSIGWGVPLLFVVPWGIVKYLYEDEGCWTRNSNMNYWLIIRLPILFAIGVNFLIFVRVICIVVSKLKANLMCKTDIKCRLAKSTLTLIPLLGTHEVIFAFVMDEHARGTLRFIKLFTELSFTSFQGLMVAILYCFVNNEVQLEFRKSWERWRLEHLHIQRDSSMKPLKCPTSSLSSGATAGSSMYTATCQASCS
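Constitutively active GLP-1R drives a cAMP-responsive luciferase in stably transfected HEK293 cells; test compounds are added after overnight (12 h) attachment and left 24 hr, and signal loss in luminescence marks inhibition.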
pAkt inh: HTS Assay for Inhibitors of Akt Phophorylation: Primary Screen. Neuro2A IGF-stimulated pAkt S473 HTRF, 20 min; stronger effect = lower value. activity change, % for hits at 50 µM. actives 0.32% (n = 360,000); in the data active = activity change below about -80%; inconclusive = mostly about -51% to -80%; note: % is set by controls: 0 for no effect and ±100 for the full control effect
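Neuro2A cells in DMEM with 0.5% FBS, overnight at 37 deg C, given compound at single 50 µM final, then IGF (6 nM final) for 20 min at 37 deg C. Lysed; phospho-Akt Ser473 by HTRF after 24 h, 665/615 ratio.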
GLP1R ag: qHTS of GLP-1 Receptor Agonists. Potency, µM (top dose mostly 45.6 µM), inactives show at the highest dose activation, hits mostly activators. Glucagon-like peptide 1 receptor (Homo sapiens), P43220. actives 0.007% (n = 380,000). AID 624172, 2012. HEK293 GLP-1R CRE-luciferase, luminescence, 4-6 h; cells express a hypersensitive GLP-1R form; note: potency is the fitted concentration of half-maximal effect; % of control where 0% means no effect
aSyn rescue: qHTS of alpha-syn Inhibitors; actives 0.14% (n = 370,000); AID 652106, 2013; Yeast expressing alpha-synuclein, growth rescue, BacTiter-Glo, 24 h; Potency, µM (highest dose often 46.1 µM), for the others: top-dose growth rescue (activation), most hits filed as activators; note: potency is the fitted concentration of half-maximal effect; % of control where 0% means no effect; nearly all actives have a fitted effect of over 65% in size
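Readout is rescue of growth in alpha-synuclein-expressing yeast, so inhibitors of toxicity appear as activators. Growth after 24 hr at 30 deg C in galactose medium is quantified by luminescence.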
D3 antag: qHTS of D3 Dopamine Receptor Antagonist: qHTS; D(3) dopamine receptor (Homo sapiens), P35462; D3R cells, DiscoveRx beta-arrestin luminescence, antagonist mode; stronger effect = lower value; max response, negative = inhibition, %; actives 2.5% (n = 360,000); in the data active = max response below about -50%; inconclusive = no clear call, values can overlap the other calls; note: % is set by controls: 0 for no effect and ±100 for the full control effect; mostly tested at two doses, the higher about 12 µM
Target sequence (P35462 whole entry, looked up): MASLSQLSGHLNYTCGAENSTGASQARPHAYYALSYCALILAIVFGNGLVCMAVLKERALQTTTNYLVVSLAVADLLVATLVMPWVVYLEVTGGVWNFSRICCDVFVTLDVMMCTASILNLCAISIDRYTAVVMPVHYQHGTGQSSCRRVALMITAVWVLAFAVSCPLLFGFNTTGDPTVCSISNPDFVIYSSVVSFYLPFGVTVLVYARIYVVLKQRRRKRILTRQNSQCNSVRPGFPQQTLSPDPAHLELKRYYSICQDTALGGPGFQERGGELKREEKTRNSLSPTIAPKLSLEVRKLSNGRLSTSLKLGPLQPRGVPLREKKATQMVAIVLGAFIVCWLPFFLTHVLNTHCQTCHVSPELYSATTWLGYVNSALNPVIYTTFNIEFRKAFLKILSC
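Cells expressing the human receptor were seeded at 1500 cells/well, incubated overnight at 37 degrees C in 5% CO2, then exposed to library compounds with dopamine controls for 90 minutes at 37 degrees C before luminescent detection.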
Active calls of the source: *; i = inactive; ? = inconclusive; . = no result given; & = joins results of further samples; [ ] = another dose, or the depositor's remark. Unless noted, calls come from the whole dose curve; as a rule, active = well fitted curve in the direction sought with a large enough effect; inconclusive = small, poorly fitted or top-dose-only effect, or another doubt; inactive = no such curve, though single readings can be large; an effect the other way counts as inactive or inconclusive. These rows are one share of the data; rates above refer to the full screens.

entry	canonical_smiles	TDP-43 yeast inh	Abeta yeast res	PTHR1 agonist	FUS suppressor	GLP-1R inv ag	pAkt inh	GLP1R ag	aSyn rescue	D3 antag
1	CCCCc1cc(=O)oc2cc(OC3CCCCC3=O)ccc12 (stereo not given)	-1.1%	-23.3%	-67.0%	-31.9%	32.4%[activator]	i	2.0%	11.4%	-14.9
2	CCc1nc(SC)ncc1C(=O)N1CCN(c2cc(Cl)ccc2C)CC1	19.4%	1.3%	-21.5%	36.5%	?	.	.	.	.
3	Cc1ccc(OCc2ccc(C(=O)Nc3nc4ccccc4n3Cc3ccccc3)o2)c([N+](=O)[O-])c1	10.0%	7.9%	i	4.0%	8.0%	i	-4.9%	1.3%	-24.4
4	COC(=O)C1=C(C)N(c2ccc(Br)cc2)C(=O)/C1=C\c1ccco1	-16.7%	3.3%	i	15.2%	-9.4%	i	-8.4%	-3.0%	-5.0
5	O=C(Nc1ccccc1OC(F)F)C1CC(=O)N(Cc2ccccc2)C1 (stereo not given)	8.8%	0.4%	-14.9%	7.3%	-16.1%	i	1.6%	-0.3%	-1.2
6	CCC(=O)N1c2ccccc2CC1C(=O)NCCc1cc(OC)c(OC)c(OC)c1 (stereo not given)	3.7%	-19.0%	i	-15.1%	15.5%	.	.	.	.
7	CCCN(C(=O)c1cc(S(=O)(=O)N(C)c2ccc(OCC)cc2)ccc1C)C1CCS(=O)(=O)C1 (stereo not given)	8.1%	-13.4%	0.0%	.	15.7%	i	-0.4%	-1.8%	2.0
8	CCOC(=O)C1(C(F)(F)F)N=C(c2ccccc2F)OC(N(C)C)=N1 (stereo not given)	9.8%	2.2%	-3.9%	-1.1%	-27.9%	i	-2.7%	0.3%	12.3
9	Cc1cc(NS(=O)(=O)c2ccc(NC(=O)C(C)Oc3cccc(C)c3C)cc2)nc(C)n1 (stereo not given)	-2.2%	9.0%	-23.4%	.	4.2%	i	-4.0%	1.2%	1.1
10	COc1cc(OC)cc(C(=O)N[C@H](C(=O)Nc2nc3ccc(S(C)(=O)=O)cc3s2)C(C)C)c1	-3.6%	4.4%	-18.9%	18.3%	8.9%	i	2.4%	0.4%	7.3
11	Cc1ccc(C=Nc2ccc(N(C)C)cc2)o1	-20.1%	-16.4%	-10.5%[57.5 µM]	?	0.0%	i	-19.7%	-3.3%	-22.9
12	COc1cccc(N/C(SCc2ccccc2C)=C(/C#N)C(=O)NCc2cccs2)c1	7.9%	6.3%	i	.	7.08µM*	i	-4.9%	3.5%	-9.3
13	CCN(CC)C(=O)CSc1nc2ccccc2o1	28.4%	6.5%	-20.8%[57.5 µM]	-6.7%	18.0%	i	-18.9%	1.9%	7.4
14	Cc1ccc(-c2noc(CC(=O)c3ccc([N+](=O)[O-])cc3)n2)cc1	-5.8%	-2.7%	i	.	-3.0%	i	-5.5%	-4.2%	-11.0
15	Cc1cccc(CCN(CC(=O)NC(C)(C)C)C(=O)c2csnn2)c1	-11.0%	-9.9%	-15.7%	23.5%	4.3%	i	1.8%	-2.5%	-4.2
16	CCOC(=O)c1ccc(N2CCN(c3ccccc3OC)CC2)c(NC(=O)Nc2ccc(CC)cc2)c1	-24.8%	-12.9%	-6.4%	-0.5%	2.1%	.	.	.	.
17	O=C(CCCOc1ccccc1)N1CCN(c2ccccc2)CC1	20.0%	-8.2%	-10.4%	41.2%	?	i	4.3%	-3.3%	-53.1*
18	Cc1ccc(S(=O)(=O)NCc2cccnc2)cc1C(=O)N1CCCC1	9.5%	8.3%	i	-10.0%	22.0%	i	2.1%	1.1%	0.0
19	COc1ccc(S(=O)(=O)NC(C)C(=O)NCc2ccc3c(c2)OCO3)cc1OC (stereo not given)	-15.7%	-11.3%	-5.8%	18.2%	12.5%	i	0.9%	-4.3%	-5.1
20	COc1cc(CC(=O)OCC(=O)c2c[nH]c3ccccc23)cc(OC)c1OC	8.4%	16.0%	-13.9%	11.5%	?	i	11.1%	0.2%	-5.6
21	Cc1ccc2ccccc2c1NC(=O)c1ccco1	?	4.5%	i	-26.9%	-15.2%	i	-4.3%	-7.0%	11.1
22	COc1ccccc1CN(C)C[C@H]1OCc2cnnn2CCCC(=O)N([C@@H](C)CO)C[C@@H]1C	18.4%	4.6%	-17.0%	-27.5%	10.3%	i	0.1%	0.0%	23.3
23	O=C(NNC(=O)c1ccccc1F)c1ccc(-c2ccc(Cl)cc2)o1	?	-3.1%	-4.2%	-12.3%	?	i	2.1%	-1.2%	-7.2
24	Cc1c(Cl)cccc1NC(=S)N1CCN(c2ncccn2)CC1	-13.6%	-11.9%	i	-26.5%	-14.9%	i	-2.5%	-2.6%	-10.8
25	CC(C)(C)c1cc(N2CCOCC2)n2ncc(-c3ccc(Cl)cc3)c2n1	2.9%	6.6%	-12.3%	-10.3%	1.8%	i	13.2%	7.2%	25.1
26	COc1ccc(F)cc1-c1cc(C(=O)Nc2ccc(NC(C)=O)cc2)[nH]n1	?	-7.4%	-4.4%	5.6%	2.2%	i	11.9%	0.9%	-12.1
27	CC(C)c1ccc(NC(=O)CN2C(=O)c3cccc4cccc2c34)cc1	25.8%	-2.6%	-20.3%	-0.9%	5.6%	.	.	.	.
28	CC(C)CN(CCNC(=O)CN1N=C(c2ccc(Cl)cc2)CCC1=O)CC(C)C	4.9%	-0.6%	i	-15.0%	5.9%	i	2.1%	1.9%	4.0
29	COCc1nnc(NS(=O)(=O)c2ccc(F)cc2)s1	10.7%	10.9%	i	-10.9%	-13.5%	i	-7.9%	2.1%	16.3
30	CN(C)CCCNc1nc2cc(-c3cccc(C(F)(F)F)c3)sc2c(=O)n1C	21.8%	-14.3%	i	11.2%	?	i	19.5%	-6.9%	-0.7
31	CC(C)(C)c1ccc(C(=O)NCCC(=O)N2CCC3(CC2)NCCc2[nH]cnc23)cc1	0.0%	-5.7%	-14.7%	2.9%	-18.5%	i	7.7%	-17.5%	14.4
32	O=[N+]([O-])c1ccc(Oc2ccc(Oc3ccc(C(F)(F)F)cn3)cc2)nc1	-5.9%	4.4%	-40.1%	5.8%	16.9%	i	-1.2%	-0.4%	?
33	CCOC(=O)c1cnc2nc(C)[nH]n2c1=O	9.6%	20.6%	-23.3%	-25.6%	1.8%	i	2.1%	3.9%	-26.2
34	COC(=O)c1ccc(-c2c(-c3ccccc3)ncc3cc(F)ccc23)cc1	?	-27.3%	-9.2%	1.5%	?	i	27.8%	-25.1%	31.0
35	COc1ccc(OC)c(NC(=O)CCC(=O)Nc2nnc(C(C)C)s2)c1	2.1%	3.3%	i	0.0%	3.3%	i	-3.1%	-14.9%	-13.5
36	Cc1ccccc1OCC(O)Cn1c(NCc2ccco2)nc2c1c(=O)[nH]c(=O)n2C (stereo not given)	-18.8%	-18.4%	i	57.5%	37.4%[activator]	i	6.2%	0.3%	27.3
37	CN(C)C(=O)c1c(C(F)(F)F)nn(C)c1Cl	-9.6%	1.2%	i	-23.0%	23.8%	i	-1.2%	2.9%	3.0
38	Cc1ccc2nc3n(c(=O)c2c1)CCCCC3	9.2%	0.0%	-4.0%[57.5 µM]	10.1%	0.6%	i	8.4%	1.0%	-11.4
39	c1ccc(-c2nn[nH]n2)nc1	12.3%	-7.1%	i	-19.8%	-8.9%	i	-7.9%	-0.7%	11.6
40	CN(C)[C@H]1CCN([C@@H]2CS(=O)(=O)N[C@H]2COCc2ccccc2)C1	4.6%	-11.9%	-15.9%	-18.7%	3.4%	i	17.0%	-7.7%	0.0
41	COC(=O)c1ccc(NC(=O)C2CCCCC2C(=O)O)cc1 (stereo not given)	7.8%	8.1%	-2.5%	13.1%	0.0%	i	15.7%	0.3%	-2.5
42	COc1ccc(CC2S/C(=N/N=C/c3ccc(O)cc3)NC2=O)cc1 (stereo not given)	-11.8%	6.7%	-9.5%	21.6%	29.5%	i	8.6%	-5.4%	-5.6
43	O=C(Cn1cnc(S(=O)(=O)N2CCCC2)c1)Nc1cccc(Br)c1	0.1%&17.4%	?	15.9%&-13.7%	-12.6%&3.3%	-12.0%&10.0%	i	-2.4%	-12.9%	4.9
44	CCS(=O)(=O)N1CCC(C(=O)NCc2ccccn2)CC1	-11.6%	1.3%	i	1.0%	-0.3%	i	-0.6%	-5.6%	8.6
45	CCCC(=O)N(c1ccc(C(=O)O)cc1)c1nc(-c2ccccc2)c(C)s1	5.8%	4.0%	-29.3%	-21.6%	-6.0%	i	16.5%	0.0%	9.5
46	Cc1ccc(S(=O)(=O)NCC(C)NS(=O)(=O)c2ccccc2[N+](=O)[O-])cc1 (stereo not given)	26.4%	9.2%	-11.7%	-10.4%	-2.6%	i	10.9%	3.2%	6.9
47	CC1(C)Cc2c(sc3c2c(=N)n(Cc2ccco2)c(=O)n3Cc2ccc(Cl)cc2)CO1	16.2%	10.2%	-13.4%[57.5 µM]	14.1%	-20.9%	i	15.6%	1.3%	-13.5
48	COc1ccc(CCN2C(=O)C3C4C=CC(C4)C3C2=O)cc1OC (stereo not given)	0.3%	13.5%	-12.9%[57.5 µM]	14.9%	3.4%	i	9.4%	-0.6%	29.7
49	Cc1ccc(NC(=O)CSc2nnc(CNC(=O)c3ccco3)n2C)cc1	-3.6%	1.4%	?	2.4%	6.5%	i	-1.3%	-3.1%	-10.1
50	Cc1ccc(OCCC(=O)Nc2ccc(F)c(Cl)c2)cc1	22.2%	0.0%	-38.4%[inhibitor]	.	-6.3%	i	-1.5%	14.5%	-21.5
